# Bioassay records deposited in PubChem BioAssay by several laboratories.
# GSK3 alpha inh = inhibitors of human GSK-3 alpha kinase; P49840; ADP-Glo luminescence, 60 min; inhibition, % at 10 µM; actives 0.1% (n = 320,000);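 in the data active means inhibition above about 50%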;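 further: GST-tagged GSK-3 alpha with peptide substrate and 25 µM ATP; 0% = DMSO neutral wells and 100% = GW8510 positive control wells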
# Target sequence (P49840 whole entry, looked up): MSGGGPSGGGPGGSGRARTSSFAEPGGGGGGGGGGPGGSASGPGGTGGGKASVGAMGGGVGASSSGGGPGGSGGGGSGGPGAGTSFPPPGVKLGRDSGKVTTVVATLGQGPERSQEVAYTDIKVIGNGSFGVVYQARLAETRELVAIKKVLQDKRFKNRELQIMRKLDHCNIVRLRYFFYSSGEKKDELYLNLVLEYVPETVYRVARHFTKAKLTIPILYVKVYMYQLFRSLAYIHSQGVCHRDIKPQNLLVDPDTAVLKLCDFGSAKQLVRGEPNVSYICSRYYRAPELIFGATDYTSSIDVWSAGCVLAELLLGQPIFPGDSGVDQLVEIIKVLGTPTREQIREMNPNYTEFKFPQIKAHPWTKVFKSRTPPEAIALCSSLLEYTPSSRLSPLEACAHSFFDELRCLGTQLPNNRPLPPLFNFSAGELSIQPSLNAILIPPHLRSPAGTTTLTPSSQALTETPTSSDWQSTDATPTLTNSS
# aSyn UTR inh = MLPCN primary screen, SNCA 5' untranslated region. alpha-synuclein 5'UTR reporter, inhibitor activity. inhibition, % (tested at 7.5 µM). actives 0.82% (n = 300,000); in the data active means inhibition above about 60%; inconclusive means no clear call, values can overlap the other calls;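 further: H4 neuroglioblastoma cells stably carrying SNCA 5'UTR luciferase fusion; 0% = DMSO wells and 100% = positive control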
# HSF1 activator = increases HSF-1 driven luciferase reporter signal | NIH3T3-HGL HSF-1 luciferase reporter, MG132, 8 h; 100% = twice DMSO control signal | activation, % at 9 µM | actives 1.7% (n = 300,000) | AID 504408;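 active means mean replicate activation of at least 50% with a set share of replicates each reaching 50%; inconclusive means only one of those two conditions met; inactive means mean below 50% and too few replicates reaching it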;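 further: 0% = median of the neutral control wells and 100% = twice that signal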
# GSK3beta inhib = human GSK3beta kinase inhibition; P49841; GST-GSK3beta kinase, ADP-Glo luminescence, 60 min; active compounds read low; activity score (negative = inhibition), % at 10 µM; actives 0.038% (n = 300,000); AID 2097;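 active means more than half of replicate wells score below -50%, meaning over 50% inhibition versus plate controls; inconclusive means some replicates but at most half score below -50%; inactive means no replicate scores below -50%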;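 further: 0% = median DMSO wells and -100% = median GW8510 positive control wells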
# Target sequence (P49841 whole entry, looked up): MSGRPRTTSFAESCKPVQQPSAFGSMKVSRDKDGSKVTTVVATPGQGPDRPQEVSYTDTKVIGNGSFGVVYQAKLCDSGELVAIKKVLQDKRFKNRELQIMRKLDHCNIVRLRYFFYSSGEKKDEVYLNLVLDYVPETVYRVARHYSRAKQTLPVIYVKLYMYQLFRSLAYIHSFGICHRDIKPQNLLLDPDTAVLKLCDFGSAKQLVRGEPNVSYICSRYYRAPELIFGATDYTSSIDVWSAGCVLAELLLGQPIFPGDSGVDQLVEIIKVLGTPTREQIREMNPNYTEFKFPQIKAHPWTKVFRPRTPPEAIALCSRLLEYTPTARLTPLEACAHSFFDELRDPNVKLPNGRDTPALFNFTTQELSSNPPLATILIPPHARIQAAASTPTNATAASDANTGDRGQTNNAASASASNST
#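 Test system: GST-fused GSK3beta enzyme, cell-free | Quantity: 1.6 ng GST-GSK3beta enzyme per well | Reagent: 25 µM ATP with peptide substrate | Schedule: 60 min enzyme reaction, room temperature | Signal: Luminescent ADP-Glo measurement of ADP formed | Read-out basis: Score relative to plate controls | Control set: DMSO and 20 µM GW8510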
# HSF1 inh = HSF1 inhibition. actives 0.77% (n = 300,000). AID 2098. activity change, negative = inhibition, % at 7.5 µM (by protocol). NIH3T3-HGL HSE-luciferase, MG132-induced, luminescence 8 h; active compounds read low;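 active means more than half of replicate wells show activity change below -50%, luminescence cut by over half; inconclusive means some wells, but at most half, below -50%; inactive means no replicate well below -50%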;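 further: luciferase reports HSF-1 transcriptional activity via heat shock element; 0% = median of DMSO wells and -100% = zero luminescence signal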
# AI-2 QS mod = modulates the Vibrio harveyi AI-2 quorum sensing system; activity change, % at 7.5 µM; Vibrio harveyi JMH597 AI-2 luminescence/OD600 ratio, 9 h; active compounds read low; strain lacks LuxN and CqsS sensors; 0 = neutral-control median; actives 0.4% (n = 300,000); in the data active means activity change below about -75%, passing the limit was not always enough; inconclusive means no clear call, values can overlap the other calls;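 further: luminescence divided by OD600 gain over 9 h not by final OD600 alone; inactives centre near 13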
# IEC-6 cytotox = kills IEC-6 intestinal cells in KLF5 counter-screen | IEC-6 cytotoxicity, luminescence viability | inhibition, % at 5 µM | actives 0.78% (n = 290,000) | AID 1825; in the data active means inhibition above about 22%;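 further: 0% = plate median of test compound wells and 100% = cytotoxic reference compound wells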
# KLF5 inhibitor = inhibitors of KLF5 expression; AID 1700; DLD-1 KLF5 promoter-luciferase reporter, luminescence; actives 0.23% (n = 290,000); inhibition, % at 5 µM;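 active means inhibition above a per-plate limit of that plate's mean compound inhibition plus 3 SD, cut at about 60% in these data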;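 further: 0% = DMSO wells and 100% = LY294002 at 200 µM; higher means less KLF5 promoter-driven luciferase light; inactives centre near -14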
# HSP90 refold inh = inhibitors of HSP90 luciferase refolding in rabbit reticulocyte lysate. luciferase refolding luminescence, 3 h. inhibition, % at 5.6 µM. actives 0.91% (n = 290,000). AID 1789;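 active means inhibition above the screen-wide mean plus 3 SD, computed separately per campaign, cut at about 16% in these data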;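 further: 0% = DMSO wells and 100% = 60 µM geldanamycin wells; inhibitors lower the luminescence because luciferase stays unfolded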
# PolyA inh = blocks polyadenylation in yeast reporter cells. AID 1875. actives 0.02% (n = 300,000). calls only at 12 µM. S. cerevisiae SKY197-pL101 polyadenylation reporter, beta-gal luminescence; efflux-impaired pdr1/pdr3 knockout yeast; score 100 = 6 SD above DMSO;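 active means lowest replicate activity score at least 50, where 100 means six control SD above control mean; inconclusive means lowest score under 50 but half or more replicates reach 50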;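 further: yeast exposed to compound for 9 h at 30 °C; higher score means more reporter readthrough which indicates perturbed polyadenylation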
# * = called active by the depositor; i = inactive; ? = inconclusive; / = not tested or not shown; & = joins results of further samples. Not all compounds are listed; rates above refer to the full screens.
SMILES,GSK3 alpha inh,aSyn UTR inh,HSF1 activator,GSK3beta inhib,HSF1 inh,AI-2 QS mod,IEC-6 cytotox,KLF5 inhibitor,HSP90 refold inh,PolyA inh
O=C(CC(CC(=O)c1ccc(Cl)cc1)c1ccccc1C(=O)O)c1ccc(Cl)cc1,-7,5,-17,3,0,5,0,-33,-2,i
COc1cccc(NS(=O)(=O)c2nc3nc(C)cc(C)n3n2)c1,1,27,-4,4,-2,24,1,-46,0,i
O=C(CN1CCN(Cc2ccccc2)CC1)NC(=O)NC1CCCCC1,-3,5,-40,2,-22,10,1,-6,4,i
Cc1ccc(S(=O)(=O)N2CCN(C(=O)CCn3cncn3)CC2)cc1C,-1,-3,30,2,-1,12,1,-23,-5,i
Cc1ccc(OCc2ccc(C(=O)O)o2)cc1C,-4,-188,45,3,10,8,-2,-139,70*,i
COCc1cc(=O)[nH]c(SCC(=O)c2ccccc2)n1,-1,3,15,3,10,23,2,-28,0,i
CN(Cc1nnc(SCC(=O)NCCc2ccccc2)n1C)S(=O)(=O)c1ccccc1,0,11,1,0,-1,12,0,-4,0,i
Cc1cccc(NC(=S)NNc2ncc(C(F)(F)F)cc2Cl)c1,-2,13,12,3,-6,6,1,6,-5,i
COc1ccc2[nH]c(C(=O)O)c(NC(=O)c3ccccc3[N+](=O)[O-])c2c1,0,-11,-2,-4,-4,29,6,-6,4,i
CCCS(=O)(=O)N1CCCC(C(=O)N2CCN(C(=O)OCC)CC2)C1 (stereo unspecified),-3,-22,-3,0,3,16,-7,-20,-3,i
CN(C)c1ccc(N=Nc2ccccc2C(=O)OCC(=O)NC2CCCC2)cc1,-1,-112,-4,-4,2,4,7,-19,1,i
Cc1ccccc1CSc1nc2[nH]ncc2c(=O)[nH]1,2,-13,2,-1,3,2,6,-12,-2,i
COc1cc(Cl)c(C)cc1NC(=O)CN1CCCCCC1,-1,-14,4,1,-6,18,4,-2,5,i
CCn1c(C)nc2cc(S(=O)(=O)C(F)F)ccc21,/,-11,-1,-6,-4,0,6,-41,3,i
Nc1nonc1-n1nnc(C(=O)N/N=C/c2ccc(F)cc2)c1-c1ccc2c(c1)OCO2,-1,8,11,0,6,15,2,-14,1,i
COC(=O)c1[nH]c2ccc(Cl)cc2c1NC(=O)c1ccccc1[N+](=O)[O-],0,-6,-22,3,-4,25,0,-4,1,i
O=C(CN(CC1CCCO1)C(=O)CNS(=O)(=O)c1ccc(Cl)cc1)NC1CCCC1 (stereo unspecified),0,5,13,3,-5,-1,2,-7,3,i
CN1CCN(C(=S)c2cn(Cc3cccc(F)c3)c3ccccc23)CC1,-2,21,18,0,2,-68,3,-33,-1,i
CC1CC(=O)c2cn3c(nc2C1)nc1ccccc13 (stereo unspecified),1,/,/,/,/,/,7,-38,3,/
CCOc1ccccc1Nc1cc(C)c2cccc(C)c2n1,0,8,-24,2,-2,-11,3,-24,-1,i
Cc1cc(C)n(-c2ccc([N+](=O)[O-])cc2-c2nn[nH]n2)n1,0,-12,-2,-1,-1,17,-5,-2,1,i
Cc1cc(/C=C2\NC(=S)N(C)C2=O)ccc1N1CCCC1,-2,-206,-5,-1,-6,-9,-1,-32,-2,i
CCOc1ccc(-c2nnc(NC(=O)CCCOc3cccc(C)c3)o2)cc1,0,-56,-13,-22,-2,14,-5,-5,4,i
CCn1c(Cn2nnc(-c3ccccc3)n2)nnc1SCC(=O)N1CCOCC1,-2,12,-11,2,-6,17,-8,-18,0,i
COCc1cc(C)nc(N/N=C/c2ccc(-c3cc(C(=O)O)ccc3Cl)o2)c1C#N,-2,0,-2,-1,6,39,-3,-15,0,i
Cc1ccc(N(C)C(=O)N2CCN(S(=O)(=O)c3c(C)cc(C)cc3C)CC2)cc1,-1,32,21,2,13,10,1,-28,4,i
O=C(CSc1nc2ccccc2o1)NC(=O)NCc1ccccc1,0,-7,23,-5,20,11,2,5,4,i
CC/C(=N/OC(=O)c1cccc(C)c1)C(=O)c1cccs1,0,10,-8,3,-6,8,-6,-1,8,i
COC(=O)c1ccccc1NC(=O)NCc1ccco1,3,-20,-5,3,-4,2,-3,-36,2,i
C/C(=C\c1cccs1)C(=O)c1c(C)cc(C)[nH]c1=O,-1,-5,16,0,2,10,3,3,2,i
O=c1c(=O)n2c(nn1Cc1ccc(F)cc1)sc1ccccc12,-3,4,-5,3,4,10,6,-7,2,i
CC(C)(C)NC(=O)Cn1c(SCC(=O)N2CCCCCC2)nc2ccccc21,-2,-8,-3,12,1,5,-2,0,0,i
CC(C(=O)O)n1nc2ccccc2n1 (stereo unspecified),-5,12,7,0,-1,5,-2,-8,4,i
CCCc1nc2ccc(NC(=O)c3ccco3)cc2c(=O)n1Cc1ccccc1Cl,1,-25,7,-3,-2,6,-2,-15,8,i
O=C(Nc1cccc(S(=O)(=O)N2CCCCC2)c1)c1ccc(OCC2CCCO2)cc1 (stereo unspecified),/,2,19,1,7,17,2,-18,0,i
Cc1c(C#N)c2ncnc(-c3ccccc3)c2n1-c1ccccc1,0,30,-1,1,1,18,0,-14,-1,i
Cc1nc(-c2ccc(S(=O)(=O)Nc3cc(S(=O)(=O)N(C)C)ccc3C)s2)cs1,-1,5,-10,-4,-4,12,-1,-18,0,i
COc1ccc(OC)c(Cc2nnc(CCC(=O)NC3CCCCC3)o2)c1,-6,-20,13,-1,9,8,-1,4,-1,i
Cc1nc(S/C(=C\c2ccc(OCc3ccccc3Cl)cc2)C(=O)O)n[nH]1,3,/,/,/,/,/,-4,-20,-4,/
CC(C)=NNC(=O)c1c(O)c2ccccc2[nH]c1=O,0,-6,-4,-1,-2,7,1,9,2,i
OCc1ccccc1O[C@@H]1O[C@H](CO)[C@@H](O)[C@H](O)[C@H]1O,-1,-1,4,0,-2,8,-4,-15,4,i
CCc1cc2c(SCC(=O)NC(=O)c3cccn3C)ncnc2s1,-3,-18,-12,-4,-6,37,3,7,-5,i
CC1(C)CC(=O)c2c(noc2-c2ccccc2)C1,-1,-37,21,-2,-2,8,0,-35,1,i
CC(=O)Oc1ccc2c(=O)c(-c3nc4ccccc4s3)coc2c1,0,13,10,3,-3,16,4,-123,-1,i
Cc1ccc(CSc2nnc(CC(=O)Nc3ccc(C)cc3)n2C)cc1,-4,19,-2,4,-1,17,5,2,5,i
O=C(NNC1=NC2(CCCC2)Cc2ccccc21)c1cccnc1,-1,-7,-15,-2,-4,13,2,0,-4,i
CN(CC(=O)Nc1ccccc1Br)C(=O)CCSc1ccc(F)cc1,0,-9,4,3,0,14,/,/,/,i
COc1ccc(/C(N)=N/OC(=O)c2ccco2)cc1,4,?,-10,0,-22,14,5,4,41*,i
Cc1csc(NC(=O)Nc2ccc(Cl)cc2)n1,-3,-115,37,0,12,13,0,-44,-5,i
CNc1ccccc1C(C)(C)c1cc(-c2cccc([N+](=O)[O-])c2)no1,3,37,-3,1,-4,26,4,31,6,i
CCc1ccc2c(CN(C)Cc3ccc(OC(F)F)c(OC)c3)cc(=O)oc2c1,2,28,-15,-1,-12,15,3,10,1,i
CCOC(=O)c1ncn2c1CN(C)C(=O)c1cc(F)ccc1-2,0,13,-8,1,-1,17,-10&-5,-3&-7,-1&0,i
O=S(=O)(NCCN1CCCC1)c1cccc2cccnc12,2,0,8,0,2,25,5,-21,1,i
CCc1ccccc1NC(=O)c1cnccn1,/,13,-11,-20,3,19,1,-12,-2,i
O=C(COC(=O)C1CC(=O)N(Cc2ccccc2)C1)c1ccc(F)cc1 (stereo unspecified),-1,9,-1,4,-2,-5,4,-13,0,i
COc1cccc(/C(O)=C2/C(=O)C(=O)N(c3cc(C)on3)C2c2cccs2)c1 (stereo unspecified),-3,11,13,0,-5,8,-10,-19,-2,i
C=CCN1C(=O)/C(=C2/Sc3ccccc3N2C)SC1=Nc1c(C)n[nH]c1C,-1,14,3,-1,1,16,1,-29,0,i
Cc1noc(C)c1COc1ccc(C(=O)OCC(=O)Nc2c(C)n(C)n(-c3ccccc3)c2=O)cc1,/,-9,-62,-1,-56*,12,3,-9,-2,i
Cc1ccc(-c2nnc(SCC(=O)NC3CC3)n2N)cc1,-1,12,-5,-1,-2,5,-1,4,4,i
Cc1nc2ccccc2c(=O)n1NC(=O)c1cccc(Cl)c1,-1,12,31,4,6,9,0,-23,-3,i

# Additional compounds.
SMILES,GSK3 alpha inh,aSyn UTR inh,HSF1 activator,GSK3beta inhib,HSF1 inh,AI-2 QS mod,IEC-6 cytotox,KLF5 inhibitor,HSP90 refold inh,PolyA inh
Cc1cc(C(=O)NCc2csc(-c3ccccc3)n2)no1,1,-82,12,0,20,-51,2,-63,0,i
COc1ccc2c(c1)CCc1c(C(=O)NCc3ccc(F)cc3)noc1-2,-1,-3,19,-2,13,31,6,-34,2,i
COc1ccc(S(=O)(=O)N2CCC(C(=O)NC3CCCC3)CC2)cc1C,-1,33,9,0,-7,8,-1,-26,3,i
CCN(CC(=O)Nc1ccc(OC)cc1)C(=O)CCc1nc2ccccc2c(=O)[nH]1,-2,16,-12,/,0,/,/,/,/,i
CC1CN(c2ncnc3c2c(-c2ccccc2)cn3-c2ccc(F)cc2)CC(C)O1 (stereo unspecified),3,24,-21,0,-21,39,2,0,3,i
Cn1cc2c(=O)n(/N=C/c3ccccc3)cnc2n1,1,-5,10,-1,1,15,-3,-11,-3,i
CCCCCCC(=O)N/N=C/c1ccco1,0,-15,5,-7,-3,16,3,-4,-4,i
O=C(O)c1ccc(S(=O)(=O)N2CCC(Cc3ccccc3)CC2)cc1,1,0,30,-1,-7,38,4,-30,2,i
COc1cccc(N=c2oc3c(C)ncc(CO)c3cc2C(=O)Nc2ccccc2OC)c1,/,35,-11,4,-2,4,-2,11,2,i
COC(=O)c1sccc1NC(=O)CSc1nnnn1-c1ccccc1C,4,13,-6,-1,-11,19,-3,-13,3,i
Cc1ccc(Nc2ccc(C(N)=O)cc2[N+](=O)[O-])cc1,-1,17,-15,-4,-15,31,5,-6,-4,i
O=[N+]([O-])c1cc(S(=O)(=O)NC2=NCCCCC2)ccc1NCC1CCCCC1,-4,10,8,2,-3,12,3,-11,3,i
CC(C)(C)NC(=O)CSc1nnnn1C(C)(C)C,-1,-23,11,0,0,7,-5,-2,3,i
O=C(COc1nncc2ccccc12)Nc1c(F)c(F)c(F)c(F)c1F,1,-2,6,1,-9,-6,2,1,-1,i
